IL1B secr inh – inhibitors of inflammasome signaling (IL-1 beta secretion) | THP-1 LPS/ATP IL-1B secretion, AlphaLISA, 16 h; stronger effect = lower value | activity change, % at 57.5 µM | 4.7% of 360,000 active | AID 743279; in the data active means activity change below about -50%; inconclusive means mostly about -30% to -49%; further: on the % scale 0 is the no-effect control and ±100 the full control effect
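THP-1 cells pretreated 1 hr with compounds (up to 57.5 uM final), then stimulated with LPS (250 ng/mL final) plus ATP (1.25 mM final); secreted IL-1B measured by AlphaLISA after 16 hr, decreased signal indicating inhibition.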
S2 tox – viability counter-screen for ATXN expression inhibitors | S2 cells (HEK-293 line with an ATXN2-luciferase reporter) viability, CellTiter-Fluor protease fluorescence, 24 h | Potency, µM (doses to about 56.7 µM), most hits filed as cytotoxic | 0.49% of 400,000 active | AID 651635; further: potency means the concentration at half of the fitted maximal effect; nearly all actives have a fitted effect of over 40% in size
MCF10A rereplic – DNA re-replication induction in MCF 10a cells | MCF 10A DNA re-replication, Hoechst nuclear intensity, 48 h | Potency, µM (titrated, usually from 46.1 µM), without a hit: at the highest dose activity, positive = re-replication, most hits filed as activators | 2.9% of 350,000 active; further: potency means the concentration at half of the fitted maximal effect; % of control where 0% means no effect; nearly all actives have a fitted effect of over 50% in size
HT1080 IDH1KD tx – toxicity to HT-1080 IDH1 knockdown cells (counter line) | HT-1080 IDH1 knockdown viability, ATP luminescence, 48 h | Potency, µM (doses to about 46.1 µM), without a hit: at the top dose activity, negative = toxicity, usual class: cytotoxic | 2% of 360,000 active | AID 686971;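 further: potency means the concentration at half of the fitted maximal effect; 0% = DMSO wells and -100% = cell-free medium wells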
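CellTiter-Glo luminescence after 48 h compound exposure at 37 degrees C of IDH1-knockdown HT-1080 cells in 5% FBS RPMI. %Activity scaled between DMSO wells and cell-free media wells, with curves fitted and assigned curve classes.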
KB-3-1 tox – kills parental KB-3-1 adenocarcinoma cells | KB-3-1 viability, CellTiter-Glo ATP luminescence, 72 h | 1.4% of 400,000 active | Potency, µM (series often up to 46.1 µM), for inactives: at the highest dose activity change, negative = cytotoxic, most hits filed as cytotoxic; further: potency means the concentration at half of the fitted maximal effect; on the % scale 0 is the no-effect control and ±100 the full control effect; nearly all actives have a fitted effect of over 60% in size
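Parental KB-3-1 viability, qHTS format: 72 h compound exposure, 37 °C; CellTiter-Glo; media-only wells and DMSO plates as controls; concentration-effect fits on corrected data.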
SW480 rereplic – induces DNA re-replication in SW480 colon adenocarcinoma cells | SW480 DNA re-replication, Hoechst DNA content imaging, 48 h | Potency, µM (series often up to 46.1 µM), without a hit: at the highest dose re-replication activation, usual class: activators | 1.8% of 340,000 active | AID 624297; further: potency means the concentration at half of the fitted maximal effect; % of control where 0% means no effect; nearly all actives have a fitted effect of over 55% in size
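SW480 cells exposed to compounds for 48 hr at 37 C, 5% CO2, then Hoechst-stained 40 min. Nuclear DNA content imaged by fluorescence scanning (405 nm excitation, 500-530 nm emission); re-replication scored as increased high-intensity nuclei.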
KB-V1 cytotox – KB-V1 MDR subline cytotoxicity. KB-V1 MDR cells viability, CellTiter-Glo, 72 h. Potency, µM (series often up to 46.1 µM), for inactives: at the highest dose activity change, negative = cytotoxicity, usual class: cytotoxic. 3.4% of 400,000 active. AID 1347076; further: potency means the concentration at half of the fitted maximal effect; on the % scale 0 is the no-effect control and ±100 the full control effect; nearly all actives have a fitted effect of over 60% in size
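KB-V1, DMEM (no phenol red) + 10% FBS; cpd pin-transferred, titration series; 72 h, 37 degrees C; CellTiter-Glo, luminescence. Data normalized, curve-fit.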
HT1080NT lethal – kills 2HG-producing HT-1080-NT fibrosarcoma cells. Potency, µM (top dose mostly 46.1 µM), inactives show top-dose activity, negative = less viability, actives largely listed as cytotoxic. 1.6% of 360,000 active. AID 686970. HT-1080-NT fibrosarcoma viability, CellTiter-Glo ATP luminescence, 48 h;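 further: NT is the 2HG producing partner of a matched IDH1 knockdown line; potency means the concentration at half of the fitted maximal effect; 0% = DMSO-treated cells and -100% = media-only wells without cells; nearly all actives have a fitted effect of over 55% in size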
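HT-1080-NT fibrosarcoma cells (2HG-overproducing), 750 cells/well in RPMI with 5% FBS, dosed after 2 h and incubated 48 h at 37C. CellTiter-Glo luminescence normalized to DMSO and no-cell wells; concentration-response curves fitted and classed.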
ATXN2 expr inh – inhibitors of ATXN2 expression. HEK-293 ATXN2-luciferase reporter, luminescence, 24 h. 0.72% of 360,000 active. Potency, µM (series often up to 57 µM), without a hit: at the highest dose activity change, negative = inhibition, actives largely listed as inhibitors; further: potency means the concentration at half of the fitted maximal effect; on the % scale 0 is the no-effect control and ±100 the full control effect; nearly all actives have a fitted effect of over 55% in size
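ATXN2-luciferase reporter cells (luciferase flanked by upstream and downstream ATXN2 gene portions) were treated 24 h at 37 °C with compounds at up to 57 uM. SteadyGlo luminescence gave expression; GF-AFC fluorescence gave viability.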
The depositor's hits bear a star; i = inactive; ? = inconclusive; nt = not tested or not shown; [ ] = remark or other dose. Unless noted, the call rests on the fitted dose curve; in most records, active means well fitted curve in the direction sought with a large enough effect; inconclusive means small, poorly fitted or top-dose-only effect, or another doubt; inactive means no such curve, though single readings can be large; an effect the other way counts as inactive or inconclusive.

Value order – IL1B secr inh | S2 tox | MCF10A rereplic | HT1080 IDH1KD tx | KB-3-1 tox | SW480 rereplic | KB-V1 cytotox | HT1080NT lethal | ATXN2 expr inh
Cn1cccc1/C=N/n1c(-c2ccco2)n[nH]c1=S
    8.8 | i | -0.2% | 3.3% | 14.8% | 4.9% | 0.0% | 2.2% | 4.9%
CC(C)(C)c1ccc(CNc2cc(N3CCOCC3)ccc2[N+](=O)[O-])cc1
    -17.2 | i | -0.7% | -23.7% | 0.0% | -2.0% | -13.1% | -13.1% | -8.6%
OC1CCN(c2ncnc3nc[nH]c23)CC1
    3.9 | i | 6.3% | 2.8% | -2.1% | 5.3% | 33.6% | 14.0% | 5.4%
COc1ccc(/C=N/OC(=O)Nc2ccccc2OC)cc1
    0.0 | i | 7.31µM* | 5.8µM* | 10.3µM* | ? | 9.2µM* | 9.2µM* | nt
COC(CNC(=O)c1cn(C)c2ccc(S(=O)(=O)N3CCOCC3)cc2c1=O)OC
    3.4 | i | -0.3% | 12.9% | -30.6% | ? | -0.6% | 8.2% | 3.5%
Cc1cc(NS(=O)(=O)c2ccc(NC(=O)c3ccccc3F)cc2)no1
    -18.0 | i | 4.1% | 0.0% | 4.6% | -6.0% | 0.0% | -3.5% | 6.3%
C/C(=N\NC(=O)COc1ccc(C(C)(C)C)cc1)c1ccc(N2CCOCC2)cc1
    11.6 | i | 9.2µM* | -24.8% | -0.3% | -81.4%[inhibitor] | 3.1% | ? | nt
CCc1nnc(NC(=O)c2ccc(S(=O)(=O)N(C)Cc3ccccc3)cc2)o1
    43.6 | i | -1.2% | -23.7% | ? | 2.59µM* | 3.66µM* | -21.9% | ?
COc1cccc(-c2cnc(C(O)c3ccc(F)cc3)[nH]2)c1 (configuration not stated)
    20.9 | i | nt | 7.6% | -5.9% | nt | -27.5% | 6.7% | 32.1%[activator]
CCc1ccc(NC(=O)C(C)OC(=O)CN2C(=O)NC3(CCCC3)C2=O)cc1 (configuration not stated)
    -4.9 | i | 1.1% | 25.5% | 0.8% | 0.8% | 0.0% | 12.3% | nt
CCOC(=O)CSc1nnc(NCC(=O)OC)c(=O)[nH]1
    -29.0 | ? | 14.8% | -0.4% | 5.0% | 0.5% | -3.7% | 3.5% | -11.0%
CCOC(=O)C(CC)(CC)C(=O)/C=C/c1ccc(Br)cc1
    -103.5* | i | ? | ? | 20.6µM* | ? | 18.4µM* | ? | -37.8%
Cc1[nH]c(C)c(S(=O)(=O)NCc2ccc(N(C)C)cc2)c1C(=O)N1CCCC1
    -2.5 | i | -0.4% | 10.6% | 1.6% | 4.6% | -16.3% | 5.4% | -11.1%
CCOc1cc(C(=O)Nc2ccc(N3CCN(C(C)=O)CC3)cc2)cc(OCC)c1OCC
    14.5 | i | -5.6% | 11.3% | 4.4% | 1.1% | 9.6% | 8.9% | 3.0%
Cc1cc(NC(=NC2CC2)c2ccccc2F)n(-c2ccccc2)n1
    18.4 | i | -2.4% | -4.7% | 7.5% | -21.4% | 3.6% | -7.2% | -10.3%
CC(C)c1ccc(C(O)c2nc3ccccc3n2C)cc1 (configuration not stated)
    19.4 | i | 1.1% | -0.1% | -14.1% | 0.4% | -9.6% | 7.4% | nt
NS(=O)(=O)c1ccc(CCNC(=O)c2coc3ccccc3c2=O)cc1
    20.1 | i | 0.3% | -10.8% | 8.4% | 1.1% | ? | ? | -4.1%
O=C(NCc1ccccc1)C(CCc1ccccc1)n1c(=O)c(-c2ccccc2)nc2ccccc21 (configuration not stated)
    49.7 | nt | nt | ? | -19.5% | nt | -22.5% | ? | nt
Nc1[nH]c(C(=O)c2ccccc2)c(-c2ccc(F)cc2)c1C(=O)NCc1ccccc1
    0.0 | i | nt | 8.9% | 15.8% | nt | 6.5% | 6.1% | 14.7%
Cc1nc(SCC(=O)OCc2ccccc2)c2c(=O)n(C)c(=O)n(C)c2n1
    21.4 | i | 15.5% | -2.1% | 6.9% | -12.4% | 7.3% | 3.3% | 0.3%

Looked up by structure from the list above:
Value order – IL1B secr inh | S2 tox | MCF10A rereplic | HT1080 IDH1KD tx | KB-3-1 tox | SW480 rereplic | KB-V1 cytotox | HT1080NT lethal | ATXN2 expr inh
Cc1nc(SCC(=O)OCc2ccccc2)c2c(=O)n(C)c(=O)n(C)c2n1
    21.4 | i | 15.5% | -2.1% | 6.9% | -12.4% | 7.3% | 3.3% | 0.3%
NS(=O)(=O)c1ccc(CCNC(=O)c2coc3ccccc3c2=O)cc1
    20.1 | i | 0.3% | -10.8% | 8.4% | 1.1% | ? | ? | -4.1%
CC(C)c1ccc(C(O)c2nc3ccccc3n2C)cc1 (configuration not stated)
    19.4 | i | 1.1% | -0.1% | -14.1% | 0.4% | -9.6% | 7.4% | nt

(listing goes on)
Value order – IL1B secr inh | S2 tox | MCF10A rereplic | HT1080 IDH1KD tx | KB-3-1 tox | SW480 rereplic | KB-V1 cytotox | HT1080NT lethal | ATXN2 expr inh
C[C@H](CO)N1C[C@H](C)[C@@H](CN(C)Cc2ccc(C(=O)O)cc2)Oc2c(NS(=O)(=O)c3ccc(F)cc3)cccc2C1=O
    -6.2 | i | -1.6% | 9.5% | 1.1% | -33.3%[inhibitor][9.22 µM] | -4.2% | 11.3% | 4.5%
CSc1ccc(/C=C(/NC(=O)c2ccccc2)C(=O)NCCCn2ccnc2)cc1
    13.8 | i | -28.3% | -10.2% | 1.5% | -29.1% | 3.4% | -0.6% | -2.6%
COc1cc(C(=O)Nc2nonc2-c2ccc(C)c(C)c2)cc(OC)c1OC
    nt | i | nt | nt | 7.5% | nt | 7.3% | nt | -7.3%
O=c1c(/C=N\NS(=O)(=O)c2ccccc2)coc2ccc(Cl)cc12
    9.2 | i | ? | -18.4% | -4.2% | -2.3% | ? | -6.7% | 4.4%
CN(C)S(=O)(=O)c1cccc(NC(=O)/C=C/c2ccc(S(=O)(=O)N3CCOCC3)cc2)c1
    3.0 | i | ? | -2.5% | nt | 1.6% | nt | -9.7% | -16.0%
CC1CCCN(c2cc(N(C)CCO)c([N+](=O)[O-])c3nonc23)C1 (configuration not stated)
    42.9 | i | 0.8% | -4.6% | ? | -11.8% | -26.2% | -0.5% | 3.3%
Cc1ccc(CN2C(=O)CCC2C(=O)NCCCN2CCCC(C)C2)cc1 (configuration not stated)
    48.6 | i | 1.1% | 15.2% | 14.9% | -0.5% | 18.5% | ? | 3.9%
CO/N=C/CC(=O)c1cnc(-c2ccccc2)s1
    47.6 | i | 14.7% | 12.5% | 2.5% | -5.0% | 0.3% | 19.3% | -5.8%[11.3 µM]
Cc1cccc(Nc2c(O)nc[nH]c2=O)c1
    11.1 | i | -24.7% | 15.8% | 0.0% | -5.5% | 16.7% | 18.8% | 1.4%
Cc1cc(Nc2cccc(C)c2C)n2ncnc2n1
    -17.3 | i | -9.5% | 0.7% | -2.3% | 1.3% | 12.6% | 0.4% | 2.9%

More structures follow.
SMILES,IL1B secr inh,S2 tox,MCF10A rereplic,HT1080 IDH1KD tx,KB-3-1 tox,SW480 rereplic,KB-V1 cytotox,HT1080NT lethal,ATXN2 expr inh
CCOC(=O)c1cc(-c2ccc(C)cc2)n(CC(=O)Nc2cc(C)ccc2C)c1C,nt,i,nt,nt,5.6%,nt,-3.0%,nt,-4.3%
O=C(COc1ccc(Cl)cc1Cl)OCC(=O)c1ccc[nH]1,0.0,i,4.6%,5.7%,0.4%,-46.2%[inhibitor],0.0%,5.4%[9.24 µM],0.6%
COc1cc(C)c(S(=O)(=O)N2CCOCC2)cc1C(C)C,0.0,i,-3.3%,11.2%,-7.9%,-3.2%,0.0%,14.7%,-8.9%
COc1ccccc1NC(=O)c1cc(Sc2nncn2C)nc2ccccc12,-10.7,i,-5.7%,-0.9%,-6.0%,-7.0%,-20.8%,-3.4%,-16.5%
CCN(C(=O)COC(=O)C1CCN(S(=O)(=O)c2c(Cl)cccc2Cl)CC1)C1CCCCC1,18.1,i,?,19.7%,-7.0%,1.0%,-1.6%,16.4%,-3.3%
O=C(NC1CCc2ccccc21)C1CCN(S(=O)(=O)c2ccc(-n3cnnn3)cc2)CC1 (configuration not stated),-21.2,i,4.0%,0.2%,8.7%,-3.1%,15.5%,-2.5%,8.0%
CN(C)C1(CNC(=O)Nc2ccccc2)CCCCC1,-4.1,i,2.6%,0.0%,-6.2%,-10.6%,15.5%,-4.1%,4.2%
CCCOC(=O)c1ccc(NC(=O)C2C3C=CC(O3)C2C(=O)O)cc1 (configuration not stated),0.0,i,-1.4%,6.9%,7.7%,-1.5%,?,10.4%,15.7%
O=C(CN1C(=O)c2ccccc2S1(=O)=O)Nc1ccccn1,-7.0,i,-1.9%,4.9%,15.7%,-264.6%[inhibitor],11.9%,11.7%,4.4%
Cc1oc2ncn(CC(C)C)c(=O)c2c1C(=O)NCCCN1CCCCC1C (configuration not stated),nt,i,nt,nt,12.6%,nt,0.0%,nt,8.7%
NC(=O)N1CCCC1C(=O)Nc1ccc(Cl)c(Cl)c1 (configuration not stated),-1.1,i,0.4%,5.6%,-3.4%,-1.0%,3.3%,1.8%,-7.8%
O=S(=O)(/C=C/c1ccccc1)Nc1ccc(N2CCOCC2)cc1,-6.4,i,3.2%,2.0%,3.5%,-5.9%,-3.7%,6.4%,6.6%
O=C(Nc1cccc(Cl)c1)N1N=CCC1c1ccccc1 (configuration not stated),nt,i,-7.1%,-3.5%,-1.7%,?,-24.8%,-2.2%,-26.6%
Cc1cc(S(=O)(=O)N(Cc2cccs2)Cc2ccccc2F)ccc1-n1cnnn1,-2.8,i,17.3%,-10.1%,-0.7%,5.7%,?,-7.4%,-4.4%
